ADAM10 inh: human ADAM10 inhibitors, primary screen, biochemical, QFRET, HTS | AID 720582, 2013 | inhibition, % at 7 µM | recombinant ADAM10, EDANS/DABCYL FRET peptide cleavage, 3 h | hit rate 0.62% among 370,000 | Disintegrin and metalloproteinase domain-containing protein 10 (Homo sapiens), O14672;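 active = inhibition above a per-campaign cutoff equal to the mean of compounds falling between control-based bounds plus 3 SD, cut at about 20% in these data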;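 also: 0% = DMSO wells while the 100% control is not disclosed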
FXN GAA850 act: FXN promoter activators, primary screen, cell-based, luciferase luminescence, HEK293 lucGAA850. HEK293 lucGAA850 FXN promoter luciferase reporter, 24 h; percent of 10 µM SAHA response. activation, % at 6 µM. hit rate 0.56% among 360,000;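 active = activation above the average of all compounds screened plus 3 SD, cutoff fixed separately per campaign, cut at about 7.5% in these data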;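 also: 0% = DMSO wells and 100% = 10 µM SAHA wells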
HGIII-sPLA2 inh: human group III sPLA2 inhibitors, primary screen, biochemical, QFRET, BODIPY PC-A2 liposome substrate. Group 3 secretory phospholipase A2 (Homo sapiens), Q9NZ20. QFRET BODIPY PC-A2 liposome hydrolysis, fluorescence. inhibition, % at 12.2 µM. hit rate 0.56% among 370,000. AID 743126, 2013;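 active = inhibition above mean plus 3 SD of compounds lying within the high and low control bounds, cut at about 19% in these data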;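 also: 0% = median of test compound wells and 100% = no enzyme DMSO wells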
Tn6 DDE FP: inhibitors of Tn6 peptide binding to fibrin DD(E), primary screen, biochemical, fluorescence polarization, human fibrin, Tn6 probe. Fibrinogen beta chain (Homo sapiens), P02675. Fibrin DD(E) TRITC-Tn6 fluorescence polarization displacement. inhibition, % at 8.3 µM. hit rate 0.21% among 370,000. AID 720509, 2013;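 active = inhibition above a per-campaign cutoff: mean of compounds within control limits plus 3 SD, cut at about 15% in these data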;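 also: 0% = median of all compound wells on the plate and 100% = blocking peptide control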
Target sequence (P02675 whole entry, looked up): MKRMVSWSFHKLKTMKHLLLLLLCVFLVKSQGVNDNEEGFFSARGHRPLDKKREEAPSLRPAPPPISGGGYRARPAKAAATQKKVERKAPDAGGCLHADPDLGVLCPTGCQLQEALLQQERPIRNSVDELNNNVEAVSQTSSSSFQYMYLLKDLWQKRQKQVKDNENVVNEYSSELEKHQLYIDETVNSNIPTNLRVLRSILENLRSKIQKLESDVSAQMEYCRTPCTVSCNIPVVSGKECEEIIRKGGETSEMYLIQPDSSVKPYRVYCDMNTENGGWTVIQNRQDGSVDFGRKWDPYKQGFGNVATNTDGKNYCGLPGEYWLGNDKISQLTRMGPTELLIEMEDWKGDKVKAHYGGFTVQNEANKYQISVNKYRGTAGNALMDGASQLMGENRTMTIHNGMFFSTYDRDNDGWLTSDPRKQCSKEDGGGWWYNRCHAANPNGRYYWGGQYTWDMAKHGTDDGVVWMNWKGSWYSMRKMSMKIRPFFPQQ
ASAP1 GAP inh: inhibitors of human ASAP1 ArfGAP activity, primary screen, biochemical, fluorescence polarization; AID 624377, 2012; inhibition, % at 16.5 µM; ASAP1-stimulated ARF1 GTP hydrolysis, GDP FP detection; hit rate 0.19% among 360,000; in the data active = inhibition above about 25%;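 also: 0% = vehicle with enzyme and substrate and 100% = no enzyme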
GC-A act: GC-A stimulated cGMP production enhancers – HEK293 GC-A cells, cGMP TR-FRET, EC30 ANP, primary screen | 0% at EC30 ANP, 100% saturating ANP | activation, % at 10 µM | hit rate 0.14% among 370,000 | AID 1671463, 2021; in the data active = activation above about 40%
rCAG binder: binders of r(CAG) RNA repeats, primary screen, biochemical, fluorescence. r(CAG) RNA repeat, TO-PRO-1 dye displacement fluorescence. inhibition, % at 3 µM. hit rate 1.3% among 370,000. AID 651821, 2012;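 active = inhibition above the plate cutoff, the mean of all test compounds on that plate plus 3 SD, cut at about 35% in these data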;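 also: 0% = DMSO alone and 100% = 100 µM mitoxantrone as full dye displacement; higher means more dye released from RNA so lower well fluorescence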
ARFGAP1 inh: inhibitors of rat ARFGAP1 GAP activity, primary screen, biochemical, fluorescence polarization, GDP tracer | AID 651572, 2012 | Arfgap1-stimulated ARF1 GTP hydrolysis, GDP FP detection | hit rate 0.26% among 360,000 | inhibition, % at 16.5 µM;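 active = inhibition above a per-plate limit, mean inhibition of low control wells plus 3 SD, cut at about 25% in these data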;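 also: 0% = DMSO wells with enzyme and 100% = wells lacking Arfgap1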
Target sequence (Q62848 1-136 limits assumed): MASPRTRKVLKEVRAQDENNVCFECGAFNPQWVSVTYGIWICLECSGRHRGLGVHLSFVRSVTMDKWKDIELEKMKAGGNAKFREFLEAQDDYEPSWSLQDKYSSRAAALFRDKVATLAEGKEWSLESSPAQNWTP
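Replicates: Single well per compound | Assay system: Truncated rat Arfgap1 GAP domain | Control set: No-Arfgap1 wells (100%) versus DMSO full-reaction wells (0%) | Times: Enzyme reaction 120 min at 25 °C after 20 min preincubation | Reagent: Human ARF1(Δ1-17)-GTP substrate | Measured by: Tracer-displacement fluorescence polarization with EDTA stop, 620/688 nm | Measure: Percent inhibition of Arfgap1-stimulated GTP hydrolysis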
GC-B act: human GC-B receptor activators, primary screen, HEK293 GC-B cells, cGMP TR-FRET, EC30 CNP. Atrial natriuretic peptide receptor 2 (Homo sapiens), P20594. 0% at EC30 CNP, 100% saturating CNP. activation, % at 10 µM. hit rate 0.11% among 370,000. AID 1920062, 2024;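 active = activation at 10 µM reaching about 35% in either raw or pattern-adjusted values, limit read from the data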
KLK7 zymogen act: proKLK7 zymogen activators, primary screen, biochemical, fluorescence intensity; Kallikrein-7 (Homo sapiens), P49862; purified proKLK7, EDANS-DABCYL substrate fluorescence; 100% is mature enzyme control, 0% vehicle; activation, % at 7 µM; hit rate 0.9% among 370,000;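 active = activation above the mean of all tested compounds plus 3 SD, computed per campaign excluding outliers beyond control limits, cut at about 13% in these data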
Target sequence (P49862 whole entry, looked up): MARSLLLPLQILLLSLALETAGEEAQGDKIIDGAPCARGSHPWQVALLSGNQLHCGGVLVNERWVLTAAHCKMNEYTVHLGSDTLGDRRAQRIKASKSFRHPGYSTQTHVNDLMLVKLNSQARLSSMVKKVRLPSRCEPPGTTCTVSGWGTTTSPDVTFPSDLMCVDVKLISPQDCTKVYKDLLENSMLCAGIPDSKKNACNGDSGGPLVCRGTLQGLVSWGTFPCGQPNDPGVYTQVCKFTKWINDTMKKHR
Numbers without * were called inactive; i = inactive; x = not tested or not shown.

canonical_smiles	GC-B act	GC-A act	ARFGAP1 inh	ADAM10 inh	ASAP1 GAP inh	Tn6 DDE FP	rCAG binder	HGIII-sPLA2 inh	KLK7 zymogen act	FXN GAA850 act
COc1ccc(CN2C(=O)NC(=O)/C(=C/c3ccoc3)C2=O)cc1	9	20	-2	-2	-7	-5	53*	-16	-0.3	1.3
O=c1cccc2n1CC1CC2CN(c2ncnc3c2cnn3-c2ccc(Cl)cc2)C1 (configuration not stated)	-5	14	16	2	-3	-4	-4	7	-0.2	-1.4
COC(=O)C(O)(c1ccc(N(C)S(=O)(=O)c2ccccc2)cc1)C(F)(F)F (configuration not stated)	4	-2	7	5	2	-2	-1	-7	0.0	1.0
CCCCC1(CC)COP(=O)(OCC(Cl)(Cl)Cl)OC1 (configuration not stated)	-2	1	5	-3	5	-1	0	3	0.4	1.9
O=Cc1cn(Cc2c(F)cccc2Cl)nc1-c1ccccc1	2	-1	-5	2	-6	0	-2	3	0.2	-0.5
CC(=O)OC1CCC2(C)C(CCC3C2CC(=O)C2(C)C3CC(N3CC3)C2C(C)=O)C1 (configuration not stated)	0	4	-2	-12	-4	1	1	1	-0.2	-2.4
CCOC(=O)[C@]12Cc3cc(N(C)C)ccc3[C@H]1N(Cc1ccccc1)C(=O)c1ccccc12	-12	-7	-5	5	-13	-2	4	9	-0.6	-2.1
COc1cccc(O)c1CN1CCCC(C(=O)c2ccccc2SC)C1 (configuration not stated)	-4	-7	0	-1	-11	-3	-6	-3	-0.1	-3.3
O=C(NC(C(Cl)Cl)N1CCOCC1)c1ccccc1 (configuration not stated)	3	3	-12	-11	0	3	-1	3	-0.8	0.4
COc1ccc2c(C)c(CCC(=O)N3C[C@H]4C[C@@H](C3)c3cccc(=O)n3C4)c(=O)oc2c1	-3	5	7	i	-3	-10	-6	10	3.8	-1.6
CC(C)OP(=O)(OC(C)C)C(NCc1ccccc1)c1ccccc1 (configuration not stated)	-3	-9	6	10	8	2	-10	-1	-0.1	2.6
COC(=O)C1=C(c2ccc(F)cc2OCc2ccccc2)C[C@@H]2CC[C@H]1N2C(=O)NCCN1CCOCC1	-2	-1	5	-7	-5	-5	-9	0	0.4	-0.2
CN(C)Cc1c[nH]c2ccccc12	-1	1	10	-6	3	6	-1	-16	-0.3	0.5
CCN(CC)CCN/N=C(\C)c1c(O)[nH]c(=O)[nH]c1=O	0	-2	3	-4	-7	6	0	0	0.9	0.2
CCc1ccc(N2C(=O)CC(=O)NC2=O)cc1	3	7	0	10	-2	2	5	-3	-0.5	2.2
CC(=O)N1N=C2C3CCN(CC3)C2C1c1ccc(Br)cc1 (configuration not stated)	1	6	12	3	7	-2	-3	0	-0.3	-1.0
CCCCC(=O)N/N=C/c1c(O)n(CCc2ccc(OC)c(OC)c2)c(=O)[nH]c1=O	9	3	-4	-1	-7	-4	0	4	0.8	1.1
Cc1ccc(C)c(OCC(=O)N2CCCN(C)CC2)c1	3	2	7	-1	-16	1	1	-2	0.6	0.7
C=C(C)C(Cc1c(OC)ccc(C(=O)/C=C/c2ccc(O)cc2)c1O)OO (configuration not stated)	1	1	12	6	0	2	10	-50	0.2	2.8
Cc1c(NC(NC(=O)CF)C(Cl)(Cl)Cl)c(=O)n(-c2ccccc2)n1C (configuration not stated)	-4	0	-10	-5	-4	-3	-1	-3	0.2	-0.4
CCC(=NCc1cc(OC)cc(OC)c1)c1c(O)[nH]c(=O)[nH]c1=O	-8	-14	4	-5	-8	1	-1	-5	0.5	6.4
O=c1cccc2n1CC1CC2CN(Cc2c(Cl)cccc2Cl)C1 (configuration not stated)	6	0	18	5	1	2	-8	-1	-0.1	0.8
N#C/C(=C(/O)c1ccc(S(=O)(=O)N(CCCl)CCCl)cc1)c1nc2ccccc2[nH]1	-1	0	11	-9	4	-7	4	4	0.0	1.4
Cc1cccc(OC(=O)N2CCOCC2)c1	0	2	-2	-1	6	1	-1	3	0.3	-0.5
CCn1c(O)c(/C=N/NC(=O)c2ccccc2)c(=O)n(CC)c1=S	-8	1	4	5	-17	5	7	-3	0.5	4.5
c1cc2c(cc1N1CCCCC1)CNCc1cnnn1-2	-5	2	-2	-1	-1	6	1	-3	0.8	x
Cc1cccc(OCC(=O)N2CCN(Cc3cccnc3)CC2)c1	5	-1	-1	-5	14	0	-6	-4	-0.2	2.1
Clc1ccc(Cn2ccnc2)cn1	-3	3	-6	-10	-2	0	-1	9	1.3	2.5
CCc1cc2c(s1)N(CC(=O)OC)C(=O)CN=C2c1ccccc1OC	-2	-9	9	-8	0	3	-3	-4	0.9	-0.4
COc1ccc(N2C(=O)/C(=C/C=C/c3ccccc3[N+](=O)[O-])C(=O)NC2=S)cc1	0	15	-10	5	1	-11	84*	7	0.2	x
O=C(c1cccs1)N1CCC(C(=O)O)(c2ccccc2)CC1	0	-1	4	-6	0	0	0	9	0.4	0.8
CCOC(=O)[C@]12Cc3cc(Cl)ccc3[C@H]1N(C1CCCCC1)C(=O)c1cc(OC)ccc12	-19	-28	-7	-8	-6	-7	5	-2	-0.5	x
CCOc1ccc([N+](=O)[O-])cc1CNCCc1ccccc1	-7	-14	6	0	-6	1	-5	-13	0.4	0.5
Cc1nccc2c1[nH]c1ccc(Br)cc12	-20	4	-2	-36	6	3	4	-12	-0.2	4.0
COc1ccc(C(c2nnnn2-c2ccc3c(c2)OCCO3)N2CCC3(CC2)C(=O)NCN3c2ccccc2)cc1 (configuration not stated)	0	3	7	15	4	-4	10	-14	0.0	x
Cc1cccc(-n2c(-c3ccco3)nc3ccccc3c2=O)c1C	4	-4	-3	-1	5	3	-3	-4	0.1	-0.1
COc1cc(OC)cc(C(=O)NC(=S)N2C[C@H]3C[C@H](C2)c2cccc(=O)n2C3)c1	1	3	3	-3	5	5	1	7	0.0	-0.5
COc1ccc(C(CC(C)=O)c2c(O)c3ccccc3oc2=O)cc1OC (configuration not stated)	1	4	3	-9	6	-6	2	2	0.1	-0.8
O=C(CN1CC=C(c2ccccc2)CC1)Nc1c(Cl)cccc1Cl	0	-4	7	0	2	-5	-4	-4	0.5	-2.5
COC(=O)C1=C(c2c(C)noc2C)C[C@@H]2CC[C@H]1N2C(=O)NCc1ccc2c(c1)OCO2	-3	-2	3	-7	-7	-13	-7	1	0.0	-1.1
COc1cccc(NC2=NCCS2)c1	0	3	1	-4	2	2	0	6	0.6	x
O=C(Nc1ccccc1)N1CCC2(CC1)OCCO2	-4	3	-8	-5	5	4	0	0	0.1	2.2
CCC(=NCc1ccc2c(c1)OCO2)c1c(O)n(C)c(=O)n(C)c1=O	3	5	-8	7	10	4	1	4	0.5	2.1
CCN1C[C@]2(CO)CC[C@H](OC)[C@@]34C5C[C@H]6[C@H](OC)C5[C@](O)(C[C@H]6OC)[C@@H](C(OC)C23)[C@@H]14 (some centres not stated)	0	3	-2	-12	2	6	0	1	0.2	-1.5
COc1ccc(OC(=O)N(C)C[C@@H]2OCc3cnnn3CCCC(=O)N([C@H](C)CO)C[C@H]2C)cc1	-1	5	6	-11	0	-5	-2	8	0.2	0.8
O=S(=O)(c1ccc(Cl)cc1)N1Cc2ccc(Br)cc2-n2nncc2C1	-5	-9	-3	-18	-2	-2	1	7	0.9	x
CCC(=O)OC1(Cc2ccc(CC)cc2)CC(C)N(C)CC1C (configuration not stated)	-5	-2	-1	-3	-2	4	-5	-14	0.1	-1.3
CC(N)Cc1c[nH]c2ccc(Cl)cc12 (configuration not stated)	-9	-2	-2	-3	-12	10	1	5	-0.5	-0.9
N#Cc1ccc(Cn2cc(C=O)c3ccccc32)cc1	-16	-21	6	0	2	-3	-2	1	0.3	-1.6
O=c1[nH]c2ccccc2n1C1CCN(C(CCc2ccccc2)c2nnnn2C2CCCCC2)CC1 (configuration not stated)	7	-12	-4	-6	-7	2	4	-1	-0.1	x
O=c1c2ccccc2nc(/C=C/c2ccc3c(c2)OCO3)n1-c1cccc(O)c1	-4	-2	4	-5	12	-6	5	-5	-0.1	2.3
Cn1cc(NC(=O)CCl)cn1	4	-2	5	-3	-6	2	0	1	-0.3	0.9
Cc1nn(Cc2ccccc2)c(C)c1C=C1C(=O)NC(=S)NC1=O	1	3	9	-6	8	-6	-4	11	-0.6	1.8
Cc1ccc(C(=O)c2cc(Br)ccc2N)cc1	6	-2	4	3	0	4	0	2	0.0	3.2
COC(=O)CC1NC2CCCCC2NC1=O (configuration not stated)	0	0	8	-2	-7	-1	3	2	-0.2	-2.0
C=CCn1c(O)c(C(CC)=Nc2ccc(NC(C)=O)cc2)c(=O)[nH]c1=O	-3	0	-7	-13	6	-2	-3	10	-0.2	1.4
O=C(NCCO)c1nsnc1NCCCl	-1	-4	2	-1	-6	1	1	2	-0.1	1.2
CCC1(c2ccccc2)C(=O)N(COC)C(=O)N(COC)C1=O	-4	5	-6	-4	20	9	0	-2	-0.1	0.4
COc1ccc2[nH]c(C)c(CCNCc3cc(OC)c4c(c3)OCO4)c2c1	-14	-22	-8	-22	-7	2	6	-17	-0.1	6.0
C=CC1CN2CCC1CC2C(O)c1ccnc2ccccc12 (configuration not stated)	-11	2	17	-14	5	1	0	2	-0.3	0.7
Cc1cc(C)c(-n2c(O)c(/C=N/NC(=O)c3ccncc3)c(=O)[nH]c2=O)c(C)c1	1	0	-8	-4	-1	6	9	-4	-1.1	-1.2
NNC(=O)c1ccc(O)cc1	6	0	5	-12	-8	-4	1	-3	-0.7	2.0

Exported as labelled records: entries from further up.
> Cc1cccc(-n2c(-c3ccco3)nc3ccccc3c2=O)c1C
  GC-B act: 4	GC-A act: -4	ARFGAP1 inh: -3	ADAM10 inh: -1	ASAP1 GAP inh: 5	Tn6 DDE FP: 3	rCAG binder: -3	HGIII-sPLA2 inh: -4	KLK7 zymogen act: 0.1	FXN GAA850 act: -0.1
> COc1cccc(NC2=NCCS2)c1
  GC-B act: 0	GC-A act: 3	ARFGAP1 inh: 1	ADAM10 inh: -4	ASAP1 GAP inh: 2	Tn6 DDE FP: 2	rCAG binder: 0	HGIII-sPLA2 inh: 6	KLK7 zymogen act: 0.6	FXN GAA850 act: x

Screening results: PubChem, several laboratories

Not all compounds are listed. The share of hits here may be higher or lower than overall.
